M1AAP inhibition: P. falciparum M1AAP inhibitors, biochemical, fluorogenic H-Leu-NHMec substrate, 1536-well (AID 1445). recombinant M1AAP, H-Leu-NHMec fluorogenic kinetic assay; higher % means a stronger effect. Aminopeptidase N (Plasmodium falciparum (isolate 3D7)). 220,000 tested, 0.42% active. inhibition, % at 30 µM; hits with a dose series show IC50 in µM;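 active = primary inhibition above the hit cutoff, then over 50% inhibition at one or more dose response concentrations, cut at about 23% in these data, passing the limit was not always enough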;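 also: plate controls were DMSO full reaction for no effect and no enzyme background for full effect; strong numbers were not always called active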
M17LAP inhibition: P. falciparum M17LAP inhibitors, primary screen, biochemical, fluorogenic H-Leu-NHMec substrate, 1536-well (AID 1619); Leucine aminopeptidase (Plasmodium falciparum (isolate 3D7)); recombinant M17LAP, H-Leu-NHMec fluorogenic kinetic assay; higher % means a stronger effect; inhibition, % at 30 µM; hits with a dose series show IC50 in µM; 220,000 tested, 0.38% active;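 active = compound inhibiting the enzyme by more than half at any dose during confirmatory dose-response retesting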;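 also: plate controls were full reaction with DMSO carrier for no effect and no enzyme background for full effect; strong numbers were not always called active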
MT stabilize HCS: microtubule stabilizers in HeLa cells, primary screen, imaging, high-content imaging | HeLa tubulin immunostaining HCS, 24 h; share of cells brighter than vehicle mean+2SD | % tubulin-high responders, % at 10 µM | 200,000 tested, 0.83% active | AID 2205, 2009;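 active = plate Z-score above 3 for both tubulin-high and condensed-nucleus cell shares, with cell loss under 80%, at 10 µM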;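 also: anti alpha tubulin signal scored within the nucleus-defined area of each cell; some results filed as inactive read as strong as hits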
Autophagy HCS: autophagy modulators in MEF cells, primary screen, imaging, high-content, MEF GFP-LC3; MEF GFP-LC3 puncta imaging; test concentration mostly 10 µM; calls only at 10 µM (by protocol); 190,000 tested, 0.98% active;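 active = percentage of spot-positive cells more than 3 SD above its plate mean, without a fluorescence outlier flag or 80% toxicity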;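 also: spot-positive cell cutoff set from DMSO-treated cells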
Dynein cargo inh: inhibitors of GR-EGFP nuclear translocation, primary screen, dynein cargo transport inhibitor project, imaging, high-content, 3617.4 mouse cells. test concentration mostly 20 µM; stimulated with dexamethasone, 1 µM; active compounds read low. z-score, hits read low. 220,000 tested, 0.47% active;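 active = plate z-score of nuclear minus cytoplasmic receptor signal below a set negative limit, without overly bright fluorescence or cell loss, cut at about -3.5 in these data, passing the limit was not always enough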;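 also: z-score of nuclear minus cytoplasmic ring GR-EGFP intensity difference per well; some compounds called inactive have numbers as strong as hits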
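medium = tetracycline-free induction medium containing charcoal-stripped FBS | also added = 1.0 µM final dexamethasone stimulus | schedule = 48 h induction, 1 h compound, 30 min dex at 37 °C | technique = fixed, Hoechst-stained cells imaged at 10x for EGFP | measure = GR-EGFP nuclear translocation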
Ins promoter up: insulin promoter activators in MIN6 cells, imaging, high-content screening, mouse beta cells | 190,000 tested, 0.3% active | z-score at 5 µM | MIN6 insulin promoter-GFP reporter; active compounds read high | AID 1625, 2009;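 active = z-score above 3 at 5 µM with at least 500 cells counted in the well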
Yfh1-off respiration: enhancers of respiration in Yfh1-depleted yeast, dose response, Friedreich's ataxia, plus single-dose screen (AID 1465) | S. cerevisiae Yfh1-off respiration, WST-1 reduction, 72 h; higher fold induction means a stronger effect | fold induction at 50 µM; hits with a dose series show EC50 in µM | 220,000 tested, 0.074% active;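 active = fold induction of absorbance versus untreated yeast above a set limit, then at least 30% activation at any dose in follow-up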;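 also: activators that raise dye reduction in frataxin-depleted yeast; strong numbers were not always called active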
CSM14.1 death rescue: rescue of cells from ER stress-induced death, primary screen, 384-well, CSM14.1, thapsigargin, ATP luminescence (AID 1222); CSM14.1 thapsigargin-induced death rescue, ATP luminescence; higher % means a stronger effect; cellular ATP content (survival), % at 20 µM, or EC50 in µM where a hit was titrated; 190,000 tested, under 10 active;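 active = EC50 below 50 µM in the dose-response confirmation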;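 also: death triggered by thapsigargin at about 15 µM added after 2 h compound pretreatment; cell ATP read after overnight thapsigargin exposure of roughly 18 to 22 hours; normalized against plate controls of thapsigargin alone and 5% DMSO vehicle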
Hep lipid drop: inhibitors of hepatocyte lipid droplet formation, primary screen, imaging, high-throughput imaging, BODIPY stain; inhibition, % at 6.5 µM; AML12 mouse hepatocytes, oleate lipid droplets; 240,000 tested, 0.4% active; AID 1656, 2009;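 active = lipid droplet intensity inhibited by at least 50%, with more than 500 cells counted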
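Assay system: AML12 hepatocytes (mouse) / Also added: 100 µM oleic acid challenge / Times: overnight treatment with compound plus oleate / Detection: high-content imaging of BODIPY-stained droplets and DAPI nuclei / Evaluation: % inhibition of lipid droplet signal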
Dynein cargo inh cytoplasmic EGFP: further read-out of Dynein cargo inh, marked with its call; z-score; measured here: cytoplasmic GR-EGFP intensity; active compounds read high
Dynein cargo inh nuclear GR-EGFP: recorded beside Dynein cargo inh, whose call it bears; z-score; measured here: nuclear GR-EGFP intensity;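 lower value marks the stronger effect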
Dynein cargo inh cell count: second read-out of Dynein cargo inh, no call of its own (marks repeat the call); z-score; measured here: cell count per field
Ins promoter up cell count: second read-out of Ins promoter up, no call of its own (marks repeat the call); cell count; measured here: cytotoxicity, nuclei count;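 total cells summed across four imaged fields per well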
Hep lipid drop cells 6.5 µM: further read-out of Hep lipid drop, marked with its call; cell count; measured here: cell count, cytotoxicity flag;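 cells counted across two imaged fields per well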
MT stabilize HCS Hoechst-high %: further read-out of MT stabilize HCS, marked with its call; % Hoechst-high responders; measured here: nuclear condensation Hoechst responders;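 share of cells brighter than vehicle mean plus two SD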
MT stabilize HCS cytotoxicity %: recorded beside MT stabilize HCS, whose call it bears; toxicity, %; measured here: cytotoxicity by cell density;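 0% = mean cell density of plate MIN control wells and 100% = no cells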
Autophagy HCS cell loss 18 h: further read-out of Autophagy HCS, marked with its call; toxicity, %; measured here: cell loss, nuclei count;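 cell loss after 18 h compound exposure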
An asterisk follows results filed as active; i = inactive; nt = not tested or not shown.

SMILES	M1AAP inhibition	M17LAP inhibition	MT stabilize HCS	MT stabilize HCS Hoechst-high %	MT stabilize HCS cytotoxicity %	Autophagy HCS	Autophagy HCS cell loss 18 h	Dynein cargo inh	Dynein cargo inh cytoplasmic EGFP	Dynein cargo inh nuclear GR-EGFP	Dynein cargo inh cell count	Ins promoter up	Ins promoter up cell count	Yfh1-off respiration	CSM14.1 death rescue	Hep lipid drop	Hep lipid drop cells 6.5 µM
O=C(NCc1ccccc1)N1CCN(c2ccccc2F)CC1	7%	3%	5.1	5.1	9.0	i	15	1.4	-0.29	0.59	-0.42	-0.26	2071	i	-2.4%	0	668
Cn1c(C(=O)NCCCN2CCN(c3ccccc3F)CC2)cc2c(=O)n(C)c3ccccc3c21	1%	-2%	6.2	3.8	1.8	i	5	-0.4	-0.039	0.074	-0.22	0	943	i	1.4%	nt	nt
O=C(COC(=O)CCOc1ccccc1)NCc1ccco1	12%	10%	1.6	1.7	5.1	i	-6	-0.77	-0.17	-0.47	0.5	0.12	1113	nt	1.3%	nt	nt
CCOC(=O)C(C)(C)Sc1nc2c(cnn2-c2ccc(C)cc2)c(=O)[nH]1	11%	10%	2.2	1.9	5.1	i	-1	1.3	-0.21	1.7	-1.7	nt	nt	i	-1.8%	27	740
NC1=NC[C@@H](Cc2ccc(O)cc2)N1CCc1cccc(F)c1	8%	-7%	nt	nt	nt	nt	nt	-0.89	-0.77	-0.37	0.32	-0.85	984	i	nt	3	665
Cc1ccc(NC(=O)CSc2ccccc2NC(=O)c2ccccc2)cc1Cl	-5%	14%	2.0	2.5	6.1	i	0	-0.54	-0.29	-0.63	0.93	0.2	1476	i	0.7%	-18	665
O=C(NCc1cccs1)c1cc(-c2ccccc2)nc2ccccc12	2%	-18%	1.6	2.2	1.5	i	3	-0.66	-0.24	-0.35	0.89	-0.09	875	i	-0.1%	21	639
CC(/C=C1\SC(=S)N(C(C(=O)O)C(C)C)C1=O)=C\c1ccccc1 (centres undefined)	14%	43%	0.8	1.9	5.2	i	6	0.38	-0.14	0.1	-0.21	0.67	1455	i	0.3%	1	698
CC(C)CC(=O)NC(NCC1CCCO1)C(Cl)(Cl)Cl (centres undefined)	-4%	-1%	3.5	1.6	3.6	i	-27	-0.42	-0.19	0.23	0.78	0.2	1746	i	-2.2%	18	676
CC1(C)OC(=O)N(c2ccccn2)C1(C)O (centres undefined)	-1%	-2%	4.5	3.8	20	i	38	1.6	-0.21	0.98	-0.8	-0.01	1619	i	-0.8%	nt	nt
COc1ccc(Nc2nc(C)cc(C)c2C(N)=O)c(OC)c1	8%	0%	3.5	2.7	5.4	i	-6	2.2	-0.16	1.3	-0.44	1.6	1807	i	-3.1%	-3	562
C/C(CC(=O)NC(C)(C)C)=N\NC(N)=S	0%	13%	1.9	1.7	4.7	i	20	0.66	-0.26	0.52	0.025	-0.26	1488	i	-1.1%	-9	718
CN1CCCC(OC(=O)c2ccc3c(c2)OCCO3)C1 (centres undefined)	-5%	-5%	2.4	2.6	25	i	0	-0.4	-0.13	-0.26	2	-0.38	1212	i	nt	28	683
COc1cc(S(=O)(=O)N2CCOCC2)ccc1NC(=O)CSc1n[nH]c(=O)[nH]c1=O	0%	5%	8.6	1.4	9.2	i	14	0.023	-0.25	0.34	1	-0.28	1220	i	-0.1%	7	704
CCCCNC(=S)N/N=C1\C(=O)c2cccc3cccc1c23	1%	-7%	1.0	1.8	15	i	23	-0.34	0.36	0.12	1.6	0.25	836	i	2.1%	-23	772
Cc1c(Cl)cn2c(=O)cc(CN(C)Cc3nc4ccccc4c(=O)[nH]3)nc2c1Cl	4%	12%	3.6	0.7	20	i	6	0.6	-0.31	0.57	0.52	0.1	1417	i	-1.4%	7	675
Cc1cccc(C)c1NC(=O)N1CCN(c2nc3ccccc3s2)CC1	-4%	-2%	0.9	1.1	5.6	i	1	-0.29	-0.35	-0.19	0.76	0.48	762	i	3.2%	1	778
CC(=O)NCCc1nc2cc(NC(=O)c3ccccc3)ccc2n1C	4%	0%	2.0	2.0	7.0	i	14	-0.51	-0.24	-0.26	0.65	0.32	1516	i	-1.1%	-5	652
COc1ccc(CCNC(=O)Cc2cc(OCc3ccccc3)c(OC)cc2[N+](=O)[O-])cc1OC	3%	2%	2.1	1.5	9.2	i	-2	0.25	-0.22	0.65	0.46	-0.3	1149	i	3.6%	nt	nt
Cc1cc(C)nc(NC(=O)CCC2CCCC2)c1	8%	6%	1.8	2.3	8.6	i	3	-0.29	-0.22	-0.11	1.1	nt	nt	i	1.0%	-6	714

The final 2 entries of the section above lead into the next.
SMILES	M1AAP inhibition	M17LAP inhibition	MT stabilize HCS	MT stabilize HCS Hoechst-high %	MT stabilize HCS cytotoxicity %	Autophagy HCS	Autophagy HCS cell loss 18 h	Dynein cargo inh	Dynein cargo inh cytoplasmic EGFP	Dynein cargo inh nuclear GR-EGFP	Dynein cargo inh cell count	Ins promoter up	Ins promoter up cell count	Yfh1-off respiration	CSM14.1 death rescue	Hep lipid drop	Hep lipid drop cells 6.5 µM
COc1ccc(CCNC(=O)Cc2cc(OCc3ccccc3)c(OC)cc2[N+](=O)[O-])cc1OC	3%	2%	2.1	1.5	9.2	i	-2	0.25	-0.22	0.65	0.46	-0.3	1149	i	3.6%	nt	nt
Cc1cc(C)nc(NC(=O)CCC2CCCC2)c1	8%	6%	1.8	2.3	8.6	i	3	-0.29	-0.22	-0.11	1.1	nt	nt	i	1.0%	-6	714
O=C(NCc1cc(C(F)(F)F)cc(C(F)(F)F)c1)C12CN(Cc3ccccc3)CC1C(c1cccc([N+](=O)[O-])c1)=NO2 (centres undefined)	-3%	-5%	3.4	1.8	5.6	i	-21	-0.88	-0.2	-0.043	0.41	0.59	1534	i	-1.8%	-19	638
COc1ccc(Cc2nnc(Nc3c(C)cccc3C)o2)cc1OC	-4%	10%	nt	nt	nt	nt	nt	1.4	-0.0023	1.3	-1.5	0.55	953	i	nt	14	732
CC(C)(C)c1ccc(C(=O)CSc2n[nH]c(=O)[nH]c2=O)cc1	5%	-5%	1.0	1.2	8.5	i	-14	0.75	-0.15	0.85	0.23	0.36	855	i	-3.0%	4	780
C/C(=N\NC(=O)CNc1ccccc1Cl)C(C)(C)C	-4%	-2%	3.5	2.5	6.7	i	-2	-0.16	-0.29	-0.73	0.61	-0.16	1622	i	3.0%	nt	nt
CC1CC(C)CN(C(=O)COC(=O)CNS(=O)(=O)/C=C/c2ccccc2)C1 (centres undefined)	-10%	-8%	1.9	2.4	10	i	-2	-0.36	-0.23	0.04	0.79	-0.2	1218	i	-1.3%	10	751
CCOC(=O)C(=O)Nc1nc(-c2ccccc2)c(CC)s1	8%	-4%	1.4	1.1	6.6	i	7	-0.55	-0.024	-0.018	0.11	-0.08	772	nt	-0.3%	18	709
Cc1ccc2cc(CN(CCN3CCCC3)C(=O)Nc3ccc(F)cc3)c(=O)[nH]c2c1C	21%	25%	1.2	1.5	3.8	i	4	-0.11	0.12	0.22	-1.7	-0.21	1279	i	4.4%	0	720
COc1ccccc1N(CN1CCCC1=O)C(=O)COc1ccccc1	6%	0%	2.0	4.2	7.5	i	9	0.34	-0.14	0.36	0.8	-0.08	1579	i	-0.1%	nt	nt
CCc1nnc(NC(=O)C2=CCN(S(=O)(=O)c3ccc(F)cc3)CC2)s1	nt	nt	nt	nt	nt	nt	nt	0.16	-0.71	-0.1	-0.56	0.41	980	i	nt	-49	734
COc1ccc(-c2csc(Cc3nnc4n3CCCCC4)n2)cc1OC	-6%	0%	0.9	2.0	13	i	-10	-0.73	-0.2	-0.29	0.22	-0.08	1511	i	3.1%	nt	nt
CC(NC(=O)Nc1cccc(Cl)c1)C(c1cccs1)N1CCCC1 (centres undefined)	0%	-6%	2.7	2.4	7.4	i	-1	-0.7	-0.27	-0.6	0.41	-0.32	1240	i	-0.8%	-3	677
COc1ccc(C2c3ccc(O)cc3Oc3ncn(CCCO)c(=N)c32)cc1OC (centres undefined)	5%	-2%	nt	nt	nt	nt	nt	0.93	-0.25	0.04	-0.31	-0.49	1410	i	nt	2	732
CCOC(=O)Cn1c(S(=O)(=O)Cc2ccccc2)nc2ccccc21	1%	3%	4.0	1.0	4.2	nt	nt	-0.54	-0.26	-0.24	0.46	0.97	1448	i	nt	-5	693
CCOC(=O)C(=O)Nc1ccc(S(=O)(=O)N2CCOCC2)cc1OC	5%	-2%	2.5	1.0	10	i	-9	1.8	-0.13	1.3	-0.44	-0.38	939	i	-0.7%	5	800
Cc1cc(C)cc(NC(=O)N2CCN(S(C)(=O)=O)CC2)c1	1%	-7%	1.0	1.8	9.9	i	11	1.7	-0.19	1.1	-0.62	0.01	1614	i	-1.4%	3	653
CCOC(=O)C(=O)Nc1ccccc1C(=O)NC(C)C	-1%	19%	0.9	1.3	8.5	i	-4	0.48	-0.39	0.29	0.11	nt	nt	i	0.9%	5	764
CCCCC(=O)NNC(=S)NC(=O)c1ccc(C)cc1	-2%	60%	2.1	2.4	16	i	6	1.8	-0.08	0.32	-0.61	-0.12	1457	i	i	0	724
OCC1(CCc2ccccc2)CCN(Cc2cnc(N3CCCC3)s2)CC1	3%	-7%	2.7	1.8	5.2	i	19	0.92	-0.3	0.74	-0.14	-0.33	1428	i	-1.0%	7	707
